SKKanGAS inh – SKKanGAS growth inhibition; S. pyogenes SKKanGAS, kanamycin growth, BacTiter-Glo, 6 h; inhibition, % at 7.5 µM; 300,000 tested, 1.3% active; AID 1662;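 active = mean replicate score, as percent of positive control median, at least 50; inconclusive = mean below 50 but one replicate at or above 50; inactive = mean and every replicate below 50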;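 also: strain carries kanamycin resistance gene driven by streptokinase promoter and grows in 40 µg/ml kanamycin; loss of luminescence reflects streptokinase promoter inhibition or plain growth inhibition; 0% = median of DMSO wells and 100% = positive control at its reference dose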
RGS4 pot – potentiators or activators of RGS4 | HEK293 M3R/inducible RGS4, carbachol calcium flux Fluo4; hits give low values | B-score at 10 µM | 310,000 tested, 0.92% active | AID 463111;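 active = B-score of the integrated calcium signal more than 4 SD below the library mean, with starting fluorescence not abnormally high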;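 also: negative B-score means reduced calcium response which marks RGS4 activation or potentiation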
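Test system: HEK293 cells with stable M3R and inducible RGS4; also added: carbachol at ECmax as muscarinic agonist stimulus; schedule: dye loading 30 min 37 °C, buffer rest 30 min RT; technique: kinetic calcium fluorescence imaging with Fluo4-AM dye, 2 µM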
RGS4 inh – human RGS4 inhibition; P49798; 310,000 tested, 0.45% active; HEK293 M3R/RGS4 inducible, Fluo-4 calcium flux; hits give high values; triggered by carbachol at its EC20; B-score at 10 µM;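 active = B-score, a plate-corrected calcium signal, over three deviations above library mean, with baseline fluorescence within five deviations of library mean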;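 also: RGS4 expression induced by doxycycline in cells with stable M3 receptor; B-score is computed from the integrated fluorescence ratio over baseline after carbachol; higher B-score means a larger calcium signal and so more RGS4 inhibition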
TRPC6 inh – inhibitors of mouse TRPC6 channel; Q61143; HEK293-TRPC6, membrane potential dye, ACh-evoked depolarization; hits give low values; B-score at 10 µM; 310,000 tested, 1.1% active; AID 2553;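 active = B-score under library mean minus 3 SD, initial fluorescence not abnormally high, positive integrated signal ratio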;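 also: B-score derived from integrated fluorescence ratio over the kinetic read; more negative B-score means stronger inhibition of depolarization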
Target sequence (Q61143 whole entry, looked up): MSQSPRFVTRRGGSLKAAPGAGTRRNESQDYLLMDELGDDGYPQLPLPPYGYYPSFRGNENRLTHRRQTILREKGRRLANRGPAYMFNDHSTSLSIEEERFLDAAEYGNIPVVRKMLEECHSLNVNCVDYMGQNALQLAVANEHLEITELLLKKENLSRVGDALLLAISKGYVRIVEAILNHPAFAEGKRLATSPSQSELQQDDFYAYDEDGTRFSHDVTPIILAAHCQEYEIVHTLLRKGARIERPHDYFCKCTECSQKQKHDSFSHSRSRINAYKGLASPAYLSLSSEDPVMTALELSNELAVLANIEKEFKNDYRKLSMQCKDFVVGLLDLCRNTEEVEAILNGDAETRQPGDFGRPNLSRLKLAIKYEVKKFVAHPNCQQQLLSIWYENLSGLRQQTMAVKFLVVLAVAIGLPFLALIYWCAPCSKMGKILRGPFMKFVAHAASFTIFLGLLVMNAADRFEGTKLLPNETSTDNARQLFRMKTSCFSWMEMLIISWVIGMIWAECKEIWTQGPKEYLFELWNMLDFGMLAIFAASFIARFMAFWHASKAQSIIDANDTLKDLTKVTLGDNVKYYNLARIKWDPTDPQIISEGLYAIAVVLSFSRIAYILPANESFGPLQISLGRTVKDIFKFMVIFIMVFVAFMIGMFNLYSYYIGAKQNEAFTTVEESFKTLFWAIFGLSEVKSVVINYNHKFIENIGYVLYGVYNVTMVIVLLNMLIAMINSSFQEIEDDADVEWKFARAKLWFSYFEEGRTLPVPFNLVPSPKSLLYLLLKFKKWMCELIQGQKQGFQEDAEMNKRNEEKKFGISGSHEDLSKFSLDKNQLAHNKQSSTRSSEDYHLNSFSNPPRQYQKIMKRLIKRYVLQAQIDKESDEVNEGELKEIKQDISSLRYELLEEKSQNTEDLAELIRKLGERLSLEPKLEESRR
HDAC3 inhib – blocks human histone deacetylase 3; AID 2718; inhibition, % at 8.3 µM; recombinant HDAC3, fluorogenic peptide/trypsin coupled, fluorescence; O15379; 320,000 tested, 0.15% active; in the data active = inhibition above about 26%, passing the limit was not always enough; inconclusive = no clear call, values can overlap the other calls
MrgX1 agonist – activates human MrgX1 receptor signaling. 310,000 tested, 0.44% active. MrgX1-HEK293 cells, Fluo-4 calcium fluorescence, agonist mode; hits give high values. B-score at 10 µM;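 active = calcium response B-score plate-corrected fluorescence ratio at least 3 library SD, with starting fluorescence B-score inside 5 SD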
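Material: MrgX1-expressing HEK293 cells; input: 15,000 cells per well; doses: test compound given as first of three sequential additions; schedule: overnight plating before 1 h dye loading; technique: Fluo-4 NW calcium-flux fluorescence, kinetic read; evaluation: baseline-normalised fluorescence change ratio, B-scored; control set: plate-wise positive and negative controls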
TRPC6 activator – mouse TRPC6 channel activation | B-score at 10 µM | HEK293-TRPC6 membrane potential dye fluorescence; hits give high values | 310,000 tested, 0.13% active;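 active = B-score of the integrated fluorescence ratio above library mean plus 3 SD, and starting fluorescence ratio within library mean plus 5 SD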;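 also: higher score means more depolarization so channel activation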
ANO1 activ – activates or potentiates the mouse TMEM16A chloride channel; Q8BHY3; HEK293 TMEM16A/YFP-H148Q/I152L, iodide quench fluorescence; hits give low values; B-score at 10 µM; 340,000 tested, 0.3% active; AID 623877;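 active = fluorescence-ratio B-score plate-corrected deviation score at least 3 library SD below zero, with starting fluorescence score within 5 deviations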;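 also: channel opened by trigger with iodide after compound preincubation; score built on the fluorescence ratio of max minus min over baseline; more negative score means more quench and so TMEM16A activation or potentiation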
ANO1 block – mouse TMEM16A channel inhibition, primary screen | Q8BHY3 | HEK293 TMEM16A/YFP iodide influx fluorescence, ionomycin | normalized B-score (activity score, 25-100; higher = stronger inhibition) at 10 µM | 310,000 tested, 1.2% active | AID 588511;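 active = ratio plate-corrected score three or more library SD toward inhibition, starting fluorescence score within five deviations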;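 also: score derived from kinetic fluorescence span divided by baseline fluorescence per well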
MrgX1 antag – blocks BAM8-22 activation of human MrgX1 receptor; B-score at 10 µM; Q96LB2; MRGX1-HEK293 calcium flux, Fluo-4, BAM8-22 antagonism; hits give low values; 310,000 tested, 1.3% active; AID 588676;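 active = calcium-response B-score plate-corrected more than 3 library SD below zero, starting fluorescence within 5 deviations, no agonist response on first addition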;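 also: peak minus trough fluorescence over baseline after final BAM8-22 challenge near maximal dose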
MrgX1 PAM – allosterically activates human MrgX1 receptor signaling | Q96LB2 | MrgX1-HEK293, Fluo-4 calcium flux, FDSS; hits give high values | B-score at 10 µM | 310,000 tested, 0.63% active;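 active = plate-corrected calcium response at least 3 library SD above typical, normal starting fluorescence, not activating the receptor alone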;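 also: compound read alongside a low EC10 to EC30 dose of BAM8-22 agonist; peak minus trough fluorescence over baseline measured at the second addition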
* = called active by the depositor; i = inactive; ? = inconclusive; · = not tested or not shown.

no.	Molecule	SKKanGAS inh	RGS4 pot	RGS4 inh	TRPC6 inh	HDAC3 inhib	MrgX1 agonist	TRPC6 activator	ANO1 activ	ANO1 block	MrgX1 antag	MrgX1 PAM
1	Cc1ccc(-n2ncc3c2CCCC3NC(=O)c2csnn2)cc1C (stereo not drawn)	-2	i	i	i	1	i	i	i	i	i	i
2	COc1cccc(OCCc2c(C)n[nH]c2C)c1	6	i	i	i	3	i	i	i	i	i	i
3	O=C(Nc1ccc(Cl)cc1)Nc1nnc(-c2ccncc2)s1	12	i	i	i	-1	i	i	i	i	i	i
4	COc1ccc(CCNC(=O)C(C)c2ccc([N+](=O)[O-])cc2)cc1 (stereo not drawn)	3	i	i	i	-1	i	i	i	i	i	i
5	Cc1ccc(NC(=O)CN(C)CC(=O)Nc2cccc(F)c2)cc1S(=O)(=O)N1CCCCCC1	7	i	i	i	-11	i	i	i	25*	i	i
6	CCCC1(C(=O)OC)NC(c2ccc(OC)c(OC)c2)C2C(=O)N(c3ccc4c(c3)OCO4)C(=O)C21 (stereo not drawn)	0	i	i	i	9	i	i	i	i	i	i
7	CCN1CCCC1CNC(=O)C(=O)NC1CC1 (stereo not drawn)	-1	i	i	i	1	i	i	i	i	i	i
8	COc1ccccc1NC(=O)CCC(=O)N1CC(C)Oc2ccc(C)cc21 (stereo not drawn)	-3	i	i	i	1	i	i	i	i	i	i
9	CN(CC(=O)O/N=C(\N)c1ccc([N+](=O)[O-])cc1)S(=O)(=O)c1ccccc1	6	i	i	i	4	i	i	i	i	i	i
10	CN(c1ccc(C(=O)NCCSC(C)(C)C)cc1)S(C)(=O)=O	-2	i	i	i	3	i	i	i	i	i	i
11	COC(=O)c1cccc(NS(C)(=O)=O)c1	-1	i	i	i	-2	i	i	i	i	i	i
12	Cc1cc(C)n(C2CC(=O)N(c3ccc(Cl)c(Cl)c3)C2=O)n1 (stereo not drawn)	6	i	i	i	9	i	i	i	i	i	i
13	O=C(c1ccccc1)c1ccccc1N1C(=O)C=CC1=O	-3	i	i	i	0	i	i	i	i	i	i
14	COCCCNC(NC(=O)c1ccc(Br)cc1)C(Cl)(Cl)Cl (stereo not drawn)	-9	i	i	i	-2	i	i	i	i	i	i
15	C=CCn1c(SCc2nc3sc(C(=O)O)c(C)c3c(=O)[nH]2)nnc1-c1ccc(C(C)(C)C)cc1	22	i	i	i	-1	i	i	i	i	i	i
16	Cc1cc(Cc2ccc(N)c(C)c2)ccc1N	4	i	i	i	-2	i	i	i	i	i	i
17	CC(OC(=O)Cc1c(F)cccc1Cl)C(=O)NCCC1=CCCCC1 (stereo not drawn)	5	i	i	i	0	i	i	i	i	i	i
18	COc1ccc(Cc2nnc(N/N=C/c3ccc(C)o3)[nH]c2=O)cc1	2	i	i	i	-1	i	i	i	i	i	i
19	CC(C)n1cc(/C=N/NC(=O)COc2cccc3cccnc23)c2ccccc21	12	i	i	i	9	i	i	i	i	i	i
20	COc1ccc(C)cc1S(=O)(=O)Nc1ccc2c(c1)OCCO2	5	i	i	i	5	i	i	i	i	i	i
21	COc1cccc(Nc2nc(CC(C)=O)ns2)c1	-7	i	i	i	-8	i	i	i	i	i	i
22	COC(=O)c1cccc(NC(=O)CSc2nnc(C)n2Cc2ccccc2)c1	-22	i	i	i	-3	i	i	i	i	i	i
23	CC1CCCN(C(=O)C2CCN(CC(C)c3ccccc3)CC2)C1 (stereo not drawn)	7	i	i	i	4	i	i	i	i	i	i
24	COc1cc(C(=O)NCCNc2nc3c(C)c(C)ccc3cc2C#N)cc(OC)c1OC	-2	i	i	i	-16	i	i	i	i	i	i
25	CCOC(=O)c1ccc(NC(=O)c2ccc(CN3CCc4ccccc4C3)cc2)cc1	26	i	i	i	4	i	i	i	100*	i	i
26	CCN(CC)CCCN1C(=O)C(=O)/C(=C(/O)c2ccc(OC)cc2)C1c1ccco1 (stereo not drawn)	-10	i	i	i	2	i	i	i	i	i	i
27	CCCC(C(=O)NC1CCCC1)N(Cc1ccc(OC)cc1)C(=O)c1snc(C(N)=O)c1N (stereo not drawn)	3	i	i	i	-5	i	i	i	i	i	i
28	N#Cc1cccc(NC(=O)CSc2ccccc2)c1	10	i	i	i	·	i	i	i	i	i	i
29	O=C1c2ccccc2NC2CCCCCN12 (stereo not drawn)	-2	i	i	i	-17	i	i	i	i	i	i
30	Cc1cc(C)n(CC(O)Cn2ccc3ccccc32)n1 (stereo not drawn)	-4	i	i	i	-5	i	i	i	i	i	i
31	Nc1cccc(C(=O)Nc2ccc3nc(-c4cccnc4)[nH]c3c2)c1	2	i	i	i	1	i	i	i	i	i	i
32	CCOC(=O)c1c(C)[nH]c(/C(C)=N/O)c1C	2	i	i	i	-1	i	i	i	i	i	i
33	CCS(=O)(=O)N1CCN(Cc2ccc([N+](=O)[O-])cc2)CC1	-9	i	i	i	-5	i	i	i	i	i	i
34	O=C(CSc1nnc(Cc2cccs2)n1CCc1ccccc1)N1CCCc2ccccc21	10	i	i	i	-1	i	i	i	i	i	i
35	Cc1cc(C)c(S(=O)(=O)c2ccc(Cl)cc2)c(=O)[nH]1	3	i	i	i	10	i	i	i	i	i	i
36	COCCn1c(=O)[nH]c2cc(C(=O)NC(C)C)ccc2c1=O	13	i	i	i	-4	i	i	i	i	i	i
37	COc1ccc(OC)c(-n2c(Cn3c(-c4ccccn4)nc4ccccc43)n[nH]c2=S)c1	-1	i	i	i	9	i	i	i	i	i	i
38	Cc1[nH]c2ccccc2c1CC(=O)O	4	i	i	i	0	i	i	i	i	i	i
39	CC(C)(C)S(=O)(=O)c1cnc(-c2ccc(Cl)cc2)nc1N	2	i	i	i	-8	i	i	i	i	i	i
40	O=C(/C=C/c1cccnc1)c1ccc(O)cc1	5	i	5.2*	i	·	i	i	i	i	i	i
41	COC(=O)c1ccc(C(=O)OC)c(NS(C)(=O)=O)c1	2	i	i	i	-4	i	i	i	25*	i	i
42	Cc1ccc(NC(=O)CCn2c(=O)[nH]c3ccsc3c2=O)cc1C	-3	i	i	i	2	i	i	i	i	i	i
43	CCC(=O)Nc1cccc(C2=NOC3(C2)C[C@@H](C(N)=O)N(C(=O)C(c2ccccc2)c2ccccc2)C3)c1 (stereo partly drawn)	14	i	i	i	?	i	i	i	i	i	i
44	CC(OC(=O)CSc1ccc([N+](=O)[O-])cc1)C(=O)NCc1ccccc1 (stereo not drawn)	-9	i	i	i	3	i	i	i	i	i	i
45	CCCCn1c(=O)c2ccccc2c2ccccc2c1=O	·	·	·	·	1	i	·	i	i	i	i
46	COc1ccc(NC(=O)/C=N/O)cc1	-7	i	i	i	6	i	i	i	i	i	i
47	Nc1c(S(=O)(=O)c2cccs2)c2nc3ccccc3nc2n1CC1CCCO1 (stereo not drawn)	·	·	·	·	-30	i	·	i	i	-7*	i
48	Cc1ccc(-n2cc(-c3ccccc3)[nH]c2=O)cc1F	0	i	i	i	0	i	i	i	i	i	i
49	O=C(CSc1nnc(NC(=O)Cc2ccccc2)s1)NCc1ccco1	3	i	i	i	-3	i	i	i	i	i	i
50	Cc1onc(-c2ccccc2)c1C(=O)Nc1sc2c(c1C#N)CCC2	7	i	i	i	·	i	i	i	i	i	i

Next structures.
no.	Molecule	SKKanGAS inh	RGS4 pot	RGS4 inh	TRPC6 inh	HDAC3 inhib	MrgX1 agonist	TRPC6 activator	ANO1 activ	ANO1 block	MrgX1 antag	MrgX1 PAM
51	Cc1ccc(C)c(-n2nnnc2SCC(=O)Nc2cccc(-c3nnc4n3CCCCC4)c2)c1	-2	i	i	i	0	i	i	i	i	i	i
52	O=C(c1ccc(=O)oc1)N1CCC(C(O)(c2ccccc2)c2ccccc2)CC1	2	i	i	i	0	i	i	i	i	i	i
53	Cn1c(/N=C/c2c[nH]c3ccccc23)nc2ccccc21	10	i	i	i	-1	i	i	i	i	i	i
54	Cc1cccc(N/C(N)=N/c2nc3c(c(=O)[nH]2)CCCC3)c1	-4	i	i	i	0	i	i	i	i	i	i
55	COc1ccccc1NC(=O)N(c1c(N)n(Cc2ccccc2)c(=O)[nH]c1=O)C1CCCC1	-1	i	i	i	1	i	i	i	i	i	i
56	COc1cccc(Cn2c(-c3cccs3)noc2=O)c1	3	i	i	i	8	i	i	i	i	i	i
57	COc1ccccc1-c1ccc(/C=C2/C=C(C)OC2=O)o1	8	i	i	i	-8	i	i	i	i	i	i
58	S=C(c1c[nH]c2ccc(Br)cc12)N1CCOCC1	-6	i	i	i	-2	i	i	i	i	i	i
59	CC1CCN(S(=O)(=O)c2ccc3nc(N4CCN(c5ccccc5)CC4)ccc3c2)CC1	-9	i	i	i	1	i	i	·	i	i	i
60	COc1ccccc1N(CC(=O)N/N=C/c1ccc(OCC(=O)NCc2ccco2)cc1)S(=O)(=O)c1ccc(C)cc1	25	i	i	i	6	i	i	i	i	i	i
61	CCN(CC)S(=O)(=O)c1ccc(Cl)c(NC(=O)COc2ccccc2[N+](=O)[O-])c1	-3	i	i	i	1	i	i	i	i	i	i
62	Cc1cc(C)n2nc(C(=O)OCC(=O)Nc3ccc4c(c3)OCO4)nc2n1	-1	i	i	i	0	i	i	i	i	i	i
63	CCn1c(=O)c2sccc2n2c(CCCC(=O)N3CCN(c4ccccn4)CC3)nnc12	-6	i	i	i	-3	i	i	i	i	i	i
64	O=C(/C=C/c1ccc(F)cc1)NC(Cc1c[nH]c2ccccc12)C(=O)O (stereo not drawn)	-3	i	i	i	2	i	i	i	i	i	i
65	COc1ccccc1N1CCN(Cc2ccc(-c3ccccc3[N+](=O)[O-])o2)CC1	-3	i	i	i	3	i	i	i	i	i	i
66	CC(C)Oc1ccc(C(=O)NC(Cc2c[nH]c3ccccc23)C(=O)NN)cc1 (stereo not drawn)	3	i	i	i	1	i	i	i	i	i	i

Compound activity: PubChem, several laboratories
